# IMPase Li cell: cell-permeable IMPase inhibitors with lithium potentiation; CHO-M1 cells, IP1 TR-FRET (IP-One), carbachol + lithium; Potency, µM (top dose mostly 59.4 µM), without a hit: at the highest dose activity, negative = IMPase inhibition, actives largely listed as inhibitors; 0.35% of 210,000 active;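 further: IP1 builds up when IMPase is blocked and the TR-FRET signal falls; potency means the concentration at half of the fitted maximal effect; plate controls were basal vehicle for no effect and high inhibitor control for full effect; nearly all actives have a fitted effect of over 50% in size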
#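 IP1 accumulation measured by competitive TR-FRET in lysed CHO-M1 cells after 30 min compound exposure at 37C, with a small lithium addition to potentiate weak responses. Hill-equation AC50 from ratio and donor-channel data.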
# Epigenetic reg: regulators of epigenetic silencing causing reporter derepression in mouse cells; murine LDR cells, GFP reporter derepression, 30 h; Potency, µM (titrated, usually from 53.9 µM), without a hit: at the highest dose GFP activation, usual class: activators; 0.2% of 280,000 active; AID 1865; further: potency means the concentration at half of the fitted maximal effect; % of control where 0% means no effect; nearly all actives have a fitted effect of over 60% in size
#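 GFP-positive cell count by laser-scanning cytometry (objects 20–120 um) after 30 h, 37 C compound exposure of murine LDR cells; reporter is CMV-GFP integrated at a silenced locus, inducible by HDAC or DNMT inhibitors.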
# aGal spleen mod: inhibits or activates alpha-galactosidase in human spleen homogenate; P06280; human spleen homogenate, 4MU-alpha-Gal fluorescence, 40 min; Potency, µM (top dose mostly 80 µM), without a hit: at the highest dose activity change, negative = inhibition, usual class: inhibitors; 0.008% of 240,000 active;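 further: potency means the concentration at half of the fitted maximal effect; 0% = enzyme with vehicle and -100% = no enzyme basal signal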
#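 Inhibition or activation of alpha-galactosidase in human spleen homogenate is scored by 4-MU fluorescence after 40 min at 37C, pH 5.0, with 1 mM substrate. AC50s come from concentration-response fitted to the Hill equation.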
# LMNA splice mod: modulators of lamin A splicing. HeLa LMNA splicing GFP/RFP minigene ratio, 48 h. 0.01% of 200,000 active. Potency, µM (top dose mostly 46.1 µM), for inactives: at the highest dose ratio change, negative = inhibition, actives largely listed as inhibitors; active means well fitted inhibition curve with a large enough effect in the signal ratio, with a control signal flat, not every such curve was filed as active; inconclusive means small, poorly fitted or top-dose-only effect, or effect the other way, or a change in a side signal; the % refers to the signal ratio; further: potency means the concentration at half of the fitted maximal effect; on the % scale 0 is the no-effect control and ±100 the full control effect
#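 S3 HeLa stable clones carrying a lamin A-EGFP splicing minigene plus DsRed2 were seeded at 600 cells/well in Opti-MEM with 2% FBS, pin-dosed and incubated 48 h at 37°C. Acumen cytometry (488 nm) gave the GFP/RFP total-intensity ratio.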
# CBFb RUNX1 block: inhibitors of human CBF-beta and RUNX1 interaction. 230,000 tested, under 10 active. AlphaScreen CBFb-His/RUNX1-biotin binding, biochemical. Potency, µM (highest dose often 59.8 µM), without a hit: at the top dose activity, negative = inhibition, actives largely listed as inhibitors. AID 1477. Q01196+Q13951; further: % of control where 0% means no effect
# Target sequence (Q01196 whole entry, looked up): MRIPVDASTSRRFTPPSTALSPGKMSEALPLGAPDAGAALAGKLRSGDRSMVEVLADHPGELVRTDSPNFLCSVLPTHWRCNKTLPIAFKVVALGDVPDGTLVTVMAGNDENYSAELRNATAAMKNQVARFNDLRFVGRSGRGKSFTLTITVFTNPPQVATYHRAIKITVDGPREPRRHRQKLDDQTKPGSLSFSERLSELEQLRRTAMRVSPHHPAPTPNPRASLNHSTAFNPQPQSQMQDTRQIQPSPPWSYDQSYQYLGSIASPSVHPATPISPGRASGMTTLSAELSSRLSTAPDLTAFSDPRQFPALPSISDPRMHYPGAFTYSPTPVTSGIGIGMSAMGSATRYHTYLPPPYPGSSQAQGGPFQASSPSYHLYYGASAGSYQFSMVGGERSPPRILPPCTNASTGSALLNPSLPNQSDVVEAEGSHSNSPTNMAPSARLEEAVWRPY
# Target sequence (Q13951 whole entry, looked up): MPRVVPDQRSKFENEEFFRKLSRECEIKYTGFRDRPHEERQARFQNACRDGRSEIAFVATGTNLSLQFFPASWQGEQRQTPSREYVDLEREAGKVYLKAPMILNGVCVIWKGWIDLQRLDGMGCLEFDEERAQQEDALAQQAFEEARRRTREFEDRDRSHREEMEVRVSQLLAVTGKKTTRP
#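 CBFb-His/RUNX1-biotin, 30 nM each, preincubated 20 min RT; compound 15 min RT; Ni + streptavidin beads 50 ng each, 90 min RT; AlphaScreen read.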
# NPSR antagonist: neuropeptide S receptor (human) antagonism, cAMP | Potency, µM (top dose mostly 38.3 µM), without a hit: at the highest dose activity change, negative = inhibition, hits mostly inhibitors | 1% of 220,000 active | CHO-NPSR cells, cAMP TR-FRET, antagonist mode; further: potency means the concentration at half of the fitted maximal effect; on the % scale 0 is the no-effect control and ±100 the full control effect; nearly all actives have a fitted effect of over 50% in size; many of its hits are not listed in these tables
# Target sequence (Q6W5P4 whole entry, looked up): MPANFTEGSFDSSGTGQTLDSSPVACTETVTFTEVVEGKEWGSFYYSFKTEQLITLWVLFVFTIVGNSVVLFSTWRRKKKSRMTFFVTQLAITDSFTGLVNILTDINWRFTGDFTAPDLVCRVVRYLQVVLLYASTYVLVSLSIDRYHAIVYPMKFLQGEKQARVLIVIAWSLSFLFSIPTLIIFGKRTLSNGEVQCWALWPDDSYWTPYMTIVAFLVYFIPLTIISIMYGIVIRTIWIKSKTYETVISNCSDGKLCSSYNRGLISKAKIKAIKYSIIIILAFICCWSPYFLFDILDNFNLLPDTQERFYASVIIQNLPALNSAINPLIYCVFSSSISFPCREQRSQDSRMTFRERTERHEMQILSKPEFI
# Luc counter: blocks Kinase-Glo luciferase, a counter-screen artifact | Q27757 | Potency, µM (series often up to 38.3 µM), for the others: at the highest dose activity change, negative = inhibition, most hits filed as inhibitors | Kinase-Glo luciferase, ATP luminescence, 8 min | AID 1379 | 0.28% of 200,000 active; further: potency means the concentration at half of the fitted maximal effect; on the % scale 0 is the no-effect control and ±100 the full control effect; nearly all actives have a fitted effect of over 60% in size
#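 Kinase-Glo luciferase light output from ATP and luciferin was measured with 10 uM ATP, within the enzyme's linear range. Buffer: 50 mM imidazole pH 7.2, 50 mM KCl, 7 mM MgCl2, 0.01% Tween 20, 0.05% BSA; luminescence read after 8 min at ambient temperature.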
# Active calls of the source: *; ? = inconclusive; . = no result given; & = joins results of further samples; [ ] = dose if it differs, or a comment. Unless noted, the call rests on the fitted dose curve; in most records, active means well fitted curve in the direction sought with a large enough effect; inconclusive means small, poorly fitted or top-dose-only effect, or another doubt; inactive means no such curve, though single readings can be large; an effect the other way counts as inactive or inconclusive. Not all compounds are listed. The share of hits here may be higher or lower than overall.
cpd | canonical_smiles | IMPase Li cell | Epigenetic reg | aGal spleen mod | LMNA splice mod | CBFb RUNX1 block | NPSR antagonist | Luc counter
1 | COc1ccccc1NC(=O)N1CCCC1C(=O)NCc1ccc2c(c1)OCO2 (centres undefined) | -4%[38.3 µM] | -1.2% | -2% | 6% | 5% | 0%[46.1 µM] | 1%
2 | CCCCCCN(C(=O)CCCCCN1C(=O)NC(c2ccc(-c3ccccc3)cc2)C(C(=O)OCc2ccccc2)=C1C)C(C(=O)NCCCC)c1ccc(-c2ccccc2)cc1 (centres undefined) | -2% | 9.7%&3.6% | -9%&-4% | . | 9%&5% | 18% | -1%
3 | CCn1c2ccccc2c2cc(NC(=O)COc3ccc(OC)cc3)ccc21 | 26%[38.3 µM] | 0.0% | 9% | 0% | -3% | -9%[46.1 µM] | -3%
4 | O=C(NC(=S)NCC1CCCO1)c1ccc(Br)o1 (centres undefined) | 9% | -0.1% | 5% | 12%[46 µM] | 3% | 6% | 0%
5 | CCCCCc1nc(N)c(C#N)c(-c2ccco2)c1CCCC | 33%[activator][38.3 µM] | -5.3% | 8% | 28% | 4% | ? | -3%
6 | CCOc1cccc(NC(=O)C2CC(=O)NC(=Nc3ccccc3)S2)c1 (centres undefined) | 8%[38.3 µM] | -2.1% | 0% | -15% | 10% | -6%[46.1 µM] | 4%
7 | CCOC(=O)c1sc(NS(=O)(=O)c2ccccc2)nc1C | 7%[38.3 µM] | -0.9% | -9% | 4% | 0% | -14%[46.1 µM] | -3%
8 | O=C(c1ccc2c(c1)OCO2)N1CCN(c2ccc(Cl)cc2)CC1 | 7%[38.3 µM] | 0.5% | -2% | ? | 2% | -22%[46.1 µM] | -7%
9 | CSC1=NC2(CCCCC2)CC12C=CC(=O)C=C2 | -1% | -2.0% | -3% | ? | 3% | 7% | 1%
10 | CC1(C)N(O)CC(c2cccs2)=[N+]1[O-] | 29%[38.3 µM] | -1.1% | 1% | -7% | 1% | -5%[46.1 µM] | 4%
11 | Cc1ccc(C(=O)NCCc2ccc(F)cc2)s1 | 5% | 1.5% | 3% | . | 12% | 0% | -6%
12 | O=C(NC1CCCCCC1)C1CCC(CNS(=O)(=O)c2ccc(Br)s2)CC1 (centres undefined) | -3% | 0.9% | -11% | -11% | -3% | -24% | 1%
13 | CCCCn1c(SCC(N)=O)nc2c(sc3ccccc32)c1=O | 25%[38.3 µM] | 3.1% | 5% | 15% | 10% | -8%[46.1 µM] | 1%
14 | Cc1ccc(C)n1CCN1CCN(S(=O)(=O)c2ccc(F)cc2F)CC1 | . | 2.4% | 10% | . | -5% | 58% | .
15 | Cc1nn(-c2ccccc2)c(C)c1C(=O)NCc1cccs1 | 1% | -1.8% | -6% | 0% | 5% | 9% | 5%
16 | O=C1CCC(=O)N(O)CCCCCNC(=O)CCC(=O)N(O)CCCCNC(=O)CCC(=O)N(O)CCCCCN1 | . | 1.0% | 4% | . | 2% | 27% | .
17 | CCOc1ncccc1C(=O)OCC(=O)Nc1ccc(C(N)=O)cc1 | . | -1.4% | -1% | . | 3% | 0%[7.67 µM] | .
18 | COc1ccc2c(c1)O[C@@H](c1ccc3c(c1)OCO3)[C@H](OC(=O)NCc1ccc3c(c1)OCO3)C2=O | 7% | -1.1% | 9% | . | -11% | . | 0%
19 | CCCNC(=O)CCc1c(C)nc2nc(-c3cc(OC)cc(OC)c3)nn2c1C | 14%[38.3 µM] | -1.1%&0.1% | -3% | -3% | 8% | 1%[46.1 µM] | -2%
20 | COC(=O)/C(=C\C(=O)c1ccc([N+](=O)[O-])cc1)Nc1ccc(OC)cc1 | . | 2.1% | 8% | ? | -8% | -5% | .
21 | Nc1c(C=C2C=CC(=O)C=C2)c(=O)nc2snc(SCc3ccccc3)n12 | . | -4.1% | 14% | . | -13% | 33% | .
22 | Cc1c(C(=O)NCCSCc2c(F)cccc2Cl)cnn1-c1ccc(Cl)cc1 | . | 0.0% | 9% | . | 12% | ? | .
23 | COc1ccc(CN(Cc2cccn2C)S(=O)(=O)c2ccc(C)cc2)cc1 | . | 4.0% | 1% | . | 3% | -40% | .
24 | Cc1ccc(S(=O)(=O)Nc2nc(C)c(NC(=O)OCCCl)s2)cc1 | 25%[38.3 µM] | -1.0% | -7% | 10% | -1% | -18%[46.1 µM] | -5%

# Results in Epigenetic reg, LMNA splice mod and IMPase Li cell, for some of the entries so far:
no. | compound | Epigenetic reg | LMNA splice mod | IMPase Li cell
15 | Cc1nn(-c2ccccc2)c(C)c1C(=O)NCc1cccs1 | -1.8% | 0% | 1%
23 | COc1ccc(CN(Cc2cccn2C)S(=O)(=O)c2ccc(C)cc2)cc1 | 4.0% | . | .
22 | Cc1c(C(=O)NCCSCc2c(F)cccc2Cl)cnn1-c1ccc(Cl)cc1 | 0.0% | . | .
14 | Cc1ccc(C)n1CCN1CCN(S(=O)(=O)c2ccc(F)cc2F)CC1 | 2.4% | . | .
20 | COC(=O)/C(=C\C(=O)c1ccc([N+](=O)[O-])cc1)Nc1ccc(OC)cc1 | 2.1% | ? | .
17 | CCOc1ncccc1C(=O)OCC(=O)Nc1ccc(C(N)=O)cc1 | -1.4% | . | .
18 | COc1ccc2c(c1)O[C@@H](c1ccc3c(c1)OCO3)[C@H](OC(=O)NCc1ccc3c(c1)OCO3)C2=O | -1.1% | . | 7%

# Following part
(25) Cc1c(C(=O)Nc2ccc(S(N)(=O)=O)cc2)oc2ccc(Cl)cc12
(26) CCCn1c(N)c(C(=O)CSc2nc3ccccc3n2CCC#N)c(=O)n(C)c1=O
(27) COc1ccc(C(=O)CSc2nn3c(=O)c(C(C)(C)C)nnc3s2)cc1
(28) CCOC(=O)/C(C#N)=C/C=C1/C=CC=CN1C
(29) COc1ccc(S(=O)(=O)N2CCN(Cc3c[nH]c4ccccc34)CC2)cc1
(30) CC(CCc1ccccc1)NC(=O)CN1CCc2ccccc2C1 (centres undefined)
(31) Cc1nc2ccccc2nc1N1CCCC1
(32) CC1CN(C(=S)Nc2ccccc2)N(c2ccccc2)C1 (centres undefined)

Compound | 25 | 26 | 27 | 28 | 29 | 30 | 31 | 32
IMPase Li cell | ? | -7%[38.3 µM] | 6%[38.3 µM] | . | 7%[38.3 µM] | -9% | -3% | 11%
Epigenetic reg | -2.6% | 0.6% | 2.9% | -0.3% | 3.8% | 1.3% | 0.1% | -3.8%
aGal spleen mod | -1% | 7% | -20% | -33% | 6% | 3% | 2% | -1%
LMNA splice mod | . | 9% | ? | . | -2% | . | . | .
CBFb RUNX1 block | -2% | 5% | -2% | -11% | -4% | 13% | 8% | 5%
NPSR antagonist | -25% | 6%[46.1 µM] | -21%[46.1 µM] | 37% | -6%[46.1 µM] | -8% | -1% | -15%
Luc counter | 6% | -4% | -4% | . | 2% | -1% | -3%[7.66 µM] | 11%

(33) COc1ccc2nc(N/C(N)=N/C(=S)Nc3cccc(C)c3)nc(C)c2c1
(34) Brc1ccc(-n2cc(-c3ccccc3)c3c(NN4CCOCC4)ncnc32)cc1
(35) COc1ccc(NC(=O)N2CCn3c2nc2ccccc23)cc1
(36) O=C(CSCc1ccc(Cl)cc1)Nc1cccc(C(=O)Nc2ccccc2C(=O)O)c1
(37) O=C(NC(=O)c1c(F)cccc1F)Nc1ccccc1SC(F)F
(38) CCCS(=O)(=O)c1c(S(=O)(=O)CCC)c2c3ccccc3ccn2c1C(N)=O
(39) NNC(=O)c1cc2c(ccc3ccccc32)o1
(40) CN(CC(=O)OCC(=O)Nc1ccccc1)S(=O)(=O)c1ccc(Cl)cc1

Compound | 33 | 34 | 35 | 36 | 37 | 38 | 39 | 40
IMPase Li cell | 8% | . | 4%[38.3 µM] | 4% | . | -5%[38.3 µM] | -2% | 34%[activator][38.3 µM]
Epigenetic reg | -0.1% | -0.9% | 1.6% | -0.9% | -1.4% | -2.0% | -0.9%[10.1 µM] | 0.0%
aGal spleen mod | 7% | -5% | -5% | 1% | 6% | -2% | -14% | -2%
LMNA splice mod | ? | -7% | 5% | -9% | . | 1% | . | -8%
CBFb RUNX1 block | -13% | -23% | 1% | 8% | 5% | 4% | -2% | 6%
NPSR antagonist | -2% | ? | -11%[46.1 µM] | ? | -19% | -19%[46.1 µM] | 8% | -14%[46.1 µM]
Luc counter | 2% | . | 14% | 3% | . | 4% | 2% | 2%

# Looked up one by one from the entries so far:
(32) CC1CN(C(=S)Nc2ccccc2)N(c2ccccc2)C1 (centres undefined)
(20) COC(=O)/C(=C\C(=O)c1ccc([N+](=O)[O-])cc1)Nc1ccc(OC)cc1

Compound | 32 | 20
IMPase Li cell | 11% | .
Epigenetic reg | -3.8% | 2.1%
aGal spleen mod | -1% | 8%
LMNA splice mod | . | ?
CBFb RUNX1 block | 5% | -8%
NPSR antagonist | -15% | -5%
Luc counter | 11% | .

# Next results
(41) Cc1sc2nc(CN(C(=O)c3cccs3)C3CCCC3)[nH]c(=O)c2c1C
(42) Cc1ccc(S(=O)(=O)N2CCN(C(=O)c3ccccc3)CC2)cc1
(43) Cc1cccnc1NC(=O)c1ccc2nc(N)sc2c1
(44) Cc1cccc(NC(=O)NNC(=O)c2cc3ccccc3cc2O)c1C
(45) Cc1cc(C)c2nc(N3CCCC3)c(C#N)cc2c1
(46) CCC(c1c(C)n(C)n(-c2ccccc2)c1=O)c1c(C)n(C)n(-c2ccccc2)c1=O
(47) CC(NC(=O)c1nn(C)c(=O)c2ccccc12)c1ccccc1 (centres undefined)
(48) COCCn1c(C)cc(C(=O)Cn2nc(C(=O)O)c3ccccc3c2=O)c1C
(49) CN1CCN(CC(=O)NC2CCCCC2)CC1

Compound | 41 | 42 | 43 | 44 | 45 | 46 | 47 | 48 | 49
IMPase Li cell | -7%[38.3 µM] | -12%[38.3 µM] | 20%[38.3 µM] | 8% | -13%[38.3 µM] | -2%[38.3 µM] | 8% | 4% | 18%[38.3 µM]
Epigenetic reg | 0.0% | -4.6% | -4.6% | -1.3% | 2.0% | -6.0% | -1.0% | -2.2% | 0.0%
aGal spleen mod | 1% | 0% | 6% | 5% | 5% | -2% | -3% | -3% | 4%
LMNA splice mod | ? | -1% | 3% | . | 5% | -1% | -8% | -1%[46 µM] | 3%
CBFb RUNX1 block | 0% | 5% | 1% | -8% | ? | 0% | 6% | 1% | -3%
NPSR antagonist | ? | -12%[46.1 µM] | 4%[46.1 µM] | 5% | 14%[46.1 µM] | 2%[46.1 µM] | 19%[46.1 µM] | 11% | -4%[46.1 µM]
Luc counter | -2% | 7% | -1% | . | 15% | -4% | -2% | -4% | 20%

# Assay outcomes as filed in PubChem.
